Dengue-2 NS5 capping: flavivirus cap methylation enzyme inhibition – biochemical, confirmation dose response, primary screen (AID 588689); Dengue-2 NS5 methyltransferase capping enzyme assay, biochemical; higher % means a stronger effect; 340,000 compounds, 0.3% hits; inhibition, % at 25 µM; hits with a dose series show IC50 in µM; in the data active means a potency from the dose series
NTR1 agonist: NTR1-driven beta-arrestin-GFP spot formation – imaging, U2OS cells, high content, primary screen (AID 493036) | activation, % at 20 µM | agonist mode | P30989 | 330,000 compounds, 0.17% hits;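 active means activation at or above 40% of the spot to cytoplasm intensity ratio, with at least 20 cells analyzed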;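 further: 0% = DMSO without peptide and 100% = 100 nM NTR1 peptide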
Target sequence (P30989 whole entry, looked up): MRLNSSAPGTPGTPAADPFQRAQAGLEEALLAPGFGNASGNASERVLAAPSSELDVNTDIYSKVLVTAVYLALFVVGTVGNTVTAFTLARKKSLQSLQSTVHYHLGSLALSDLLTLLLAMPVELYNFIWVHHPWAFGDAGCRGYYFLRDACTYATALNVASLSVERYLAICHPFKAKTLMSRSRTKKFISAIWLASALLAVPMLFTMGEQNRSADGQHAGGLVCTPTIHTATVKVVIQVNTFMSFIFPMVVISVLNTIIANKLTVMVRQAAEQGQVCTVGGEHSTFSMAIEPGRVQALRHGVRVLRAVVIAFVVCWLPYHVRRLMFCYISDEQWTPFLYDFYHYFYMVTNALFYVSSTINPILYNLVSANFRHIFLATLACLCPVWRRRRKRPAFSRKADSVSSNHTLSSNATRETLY
AID2073: disruptors of CaV2.2 binding to Mint1 – biochemical, HTRF (AID 2073) | 290,000 compounds, 0.19% hits | HTRF protein-protein interaction, Mint1-CaV2.2; higher % means a stronger effect | one-dose inhibition, % at 20 µM; IC50 in µM for titrated hits; in the data active means inhibition mostly above about 51%, no sharp cut-off; further: some results filed as inactive read as strong as hits
MgcRacGAP inhibition: MgcRacGAP GTPase-activating activity inhibitors, confirmation, biochemical, ADP Hunter fluorescence; MgcRacGAP-stimulated Rac1 GTP hydrolysis, ADP Hunter fluorescence; higher % means a stronger effect; GST-tagged Rac1 F28L mutant substrate; one-dose inhibition, % at 30 µM; IC50 in µM for titrated hits; 340,000 compounds, 0.6% hits;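 active means first-screen hits whose inhibition reached a set limit at any dose in the follow-up dose series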;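 further: fluorescence reports GDP produced by GAP-driven GTP hydrolysis; strong numbers were not always called active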
GPR55 beta-arrestin: selective activators of receptor GPR55 – imaging, U2OS cells, beta-arrestin-GFP redistribution, primary screen (AID 1961). U2OS GPR55 beta-arrestin-GFP redistribution imaging; higher % means a stronger effect. one-dose activation, % at 10 µM; EC50 in µM for titrated hits. 290,000 compounds, 0.048% hits;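 active means activation above 40% with more than 50 cells counted in the well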;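 further: U2OS osteosarcoma cells stably expressing GPR55 and beta-arrestin-GFP; plate controls were DMSO negative control for no effect and LPI positive control for full effect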
Large T inhibition: TAg ATPase/helicase activity blockers – biochemical (AID 1903); SV40 large T antigen ATPase/helicase inhibition assay; higher % means a stronger effect; one-dose inhibition, % at 20 µM; IC50 in µM for titrated hits; 310,000 compounds, 0.39% hits; in the data active means a potency from the dose series; further: strong numbers were not always called active
GPR35 arrestin U2OS: GPR35 antagonists blocking zaprinast-driven arrestin recruitment, primary screen, imaging, U2OS, beta-arrestin-GFP, zaprinast agonist (AID 2058). 290,000 compounds, 0.052% hits. inhibition, % at 10 µM; hits with a dose series show IC50 in µM. U2OS GPR35 beta-arrestin-GFP translocation imaging, zaprinast antagonism; higher % means a stronger effect;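 active means inhibition of at least 50% with at least 30 cells and total cytoplasm GFP at most 10,000,000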
GPR55 LPI antagonism: inhibition of LPI-stimulated GPR55 beta-arrestin translocation – imaging, U2OS, beta-arrestin-GFP, LPI agonist, primary screen (AID 2013). U2OS GPR55 beta-arrestin-GFP translocation imaging, LPI antagonism; higher % means a stronger effect. one-dose inhibition, % at 10 µM; IC50 in µM for titrated hits. 290,000 compounds, 0.13% hits;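 active means spots per cell inhibited over 60%, with over 100 cells counted and total cytoplasm intensity under 500,000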;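 further: U2OS cells stably carrying GPR55 and arrestin-GFP stimulated by 5 µM LPI near EC80; imaged beta-arrestin-GFP aggregate spots per cell after agonist stimulation; plate controls were LPI-stimulated DMSO wells for no effect and DMSO wells without LPI for full effect; some results filed as inactive read as strong as hits; confirmed hits need IC50 under 10 µM and bright autofluorescent wells are also inconclusive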
Yfh1-depleted yeast: enhancers of respiration in Yfh1-depleted yeast, dose response, Friedreich's ataxia, plus single-dose screen (AID 1465); 220,000 compounds, 0.074% hits; S. cerevisiae Yfh1-off respiration, WST-1 reduction, 72 h; higher fold induction means a stronger effect; one-dose fold induction at 50 µM; EC50 in µM for titrated hits;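 active means fold induction of absorbance versus untreated yeast above a set limit, then at least 30% activation at any dose in follow-up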;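 further: activators that raise dye reduction in frataxin-depleted yeast; strong numbers were not always called active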
NTR1 agonist cell count 20 µM: further read-out of NTR1 agonist, marked with its call; cell count; measured here: cell count, cytotoxicity flag
* marks the source's active call; other numbers are inactive results; i = inactive; . = not tested or not shown; & = joins results of further samples.

smiles | Dengue-2 NS5 capping | GPR35 arrestin U2OS | NTR1 agonist cell count 20 µM | GPR55 beta-arrestin | MgcRacGAP inhibition | NTR1 agonist | AID2073 | Large T inhibition | GPR55 LPI antagonism | Yfh1-depleted yeast
CC(NC(=O)c1ccccc1)c1nnc(SCC(=O)NC2=NCCS2)n1C (stereo not drawn) | -7% | 10% | 55 | 0.0% | 9% | 0.9 | 1% | 3% | -8% | .
O=S(=O)(Nc1nnc(C2CC2)s1)c1ccccc1 | -1% | 3% | 46 | 0.5% | -6% | -0.2 | -5% | 11% | 18% | .
N#C/C(=N/Nc1ccccc1[N+](=O)[O-])C(N)=S | 2% | 1% | 50 | -0.1% | 11% | 2.8 | -46% | 14% | 9% | i
COc1ccc(CN2CCNC(=O)C2CC(=O)N(C)CCCN2CCOCC2)cc1C (stereo not drawn) | 0% | 3% | 68 | 0.3% | 15% | 0.8 | 0% | 7% | 9% | .
NS(=O)(=O)c1ccc(CNS(=O)(=O)c2ccc3c(c2)OCCO3)cc1 | -2% | 2% | 53 | -0.4% | -2% | 0.8 | 6% | -2% | 1% | .
Cc1nc(SCc2ccc(F)cc2)c2oc3ccccc3c2n1 | 11% | -2% | 59 | . | 5% | 1.5 | 4% | 25% | -4% | i
O=C(CSc1nc2ccccc2c(=O)n1-c1ccc(SC(F)F)cc1)Nc1ccc(N2CCOCC2)cc1 | . | 1% | 91 | -0.1% | -3% | 0.1 | 13% | 6% | 6% | i
CC(C(=O)N1CCN(Cc2ccccc2)CC1)c1ccc([N+](=O)[O-])cc1 (stereo not drawn) | 2% | 19% | 51 | -0.1% | 6% | -1.4 | -9% | 11% | 7% | i
O=C(Cn1cnc2ccccc21)NCc1ccccc1 | -5% | -16% | 53 | -0.2% | -2% | 2.0 | -7% | 3% | 7% | i
CC(C)C(NC(=O)c1ccccc1)c1nnc(SCC(=O)NC2CCCC2)n1C (stereo not drawn) | -12% | 12% | 46 | 0.2% | 4% | 1.4 | 13% | 16% | 0% | .
CCCOc1cc(CN2CCCCC2)cc(C(C)=O)c1 | -5% | 2% | 65 | -0.4% | 1% | -0.8 | -6% | 0% | -2% | i
Cc1cccc(N(CC(=O)NC(C)C)C(=O)CCC(=O)Nc2ccccn2)c1 | -1% | 15% | 22 | -0.2% | 9% | -0.4 | 13% | 1% | -19% | .
O=C(COC(=O)C1(c2cccc(F)c2)CCCC1)NCc1cccs1 | -5% | -15% | 30 | -0.3% | 5% | 0.0 | 16% | 8% | 1% | i
O=c1c2ccccc2nc2n1C(CSCc1cccc(C(F)(F)F)c1)CS2 (stereo not drawn) | -7% | 5% | 51 | 0.5% | 11% | 0.8 | -3% | 1% | 1% | i
CC(=O)OC1OCCOC1NC(=S)Nc1ccc(C)cc1 (stereo not drawn) | -12% | 23% | 37 | -0.1% | -9% | 3.1 | -14% | 16% | -14% | i
Cc1ccc(CN2CCC(C(=O)NCCC(C)C)CC2)o1 | -3% | -9% | 76 | -0.2% | 12% | -1.2 | -9% | 9% | 12% | i
O=C(/C=N/O)NCc1cccnc1 | -3% | 0% | 38 | 0.3% | 3% | -0.4 | 6% | 9% | 4% | i
Cc1ccc(CCNC(=O)CCS(=O)(=O)c2cc3c(cc2C)NC(=O)CO3)cc1 | -3% | 2% | 59 | 0.5% | -1% | 2.6 | 3% | 19% | 0% | .
CCOc1cc(CNC(C)C)c(Cl)cc1OCC(=O)NCCc1ccccc1 | -2% | -12% | 35 | -0.1% | 14% | 0.4 | -11% | 5% | 7% | i
CCC(C)NC(=O)C1CCN(C(=O)COc2ccc3c4c(c(=O)oc3c2C)CCCC4)CC1 (stereo not drawn) | -10% | -16% | 44 | -0.1% | -1% | 0.2 | 20% | 7% | 3% | .
CC(=O)NC[C@H]1CN(c2ccc(N3CCOCC3)c(F)c2)C(=O)O1 | . | -15% | 59 | -0.5% | . | 1.3 | 3% | 6%&-3% | -15% | i
Cc1ccc(-c2cn(-c3ccc(OC(F)F)cc3)c3[n+]2CCCCC3)cc1 | -2% | -7% | 37 | -0.2% | 1% | 2.3 | 7% | 7% | -18% | i
FC(F)(F)c1cnc(NNC(=S)Nc2ccccc2Cl)c(Cl)c1 | -3% | -1% | 56 | 0.6% | 11% | 4.7 | -10% | 13% | 4% | i
COc1ccc(/C=N/Nc2ccc([N+](=O)[O-])cc2)cc1Cn1cc([N+](=O)[O-])cn1 | -22% | 0% | 51 | 0.0% | 11% | -0.5 | 2% | 2% | -7% | i
CC(=O)c1ccc(NC(=O)Cc2ccsc2)cc1 | -14% | 12% | 31 | -0.1% | 4% | 2.5 | -1% | -1% | -6% | .

A draw from above in order of SMILES length, smallest number first:
smiles | Dengue-2 NS5 capping | GPR35 arrestin U2OS | NTR1 agonist cell count 20 µM | GPR55 beta-arrestin | MgcRacGAP inhibition | NTR1 agonist | AID2073 | Large T inhibition | GPR55 LPI antagonism | Yfh1-depleted yeast
CCCOc1cc(CN2CCCCC2)cc(C(C)=O)c1 | -5% | 2% | 65 | -0.4% | 1% | -0.8 | -6% | 0% | -2% | i
Cc1nc(SCc2ccc(F)cc2)c2oc3ccccc3c2n1 | 11% | -2% | 59 | . | 5% | 1.5 | 4% | 25% | -4% | i
N#C/C(=N/Nc1ccccc1[N+](=O)[O-])C(N)=S | 2% | 1% | 50 | -0.1% | 11% | 2.8 | -46% | 14% | 9% | i
CCOc1cc(CNC(C)C)c(Cl)cc1OCC(=O)NCCc1ccccc1 | -2% | -12% | 35 | -0.1% | 14% | 0.4 | -11% | 5% | 7% | i
O=c1c2ccccc2nc2n1C(CSCc1cccc(C(F)(F)F)c1)CS2 (stereo not drawn) | -7% | 5% | 51 | 0.5% | 11% | 0.8 | -3% | 1% | 1% | i
COc1ccc(CN2CCNC(=O)C2CC(=O)N(C)CCCN2CCOCC2)cc1C (stereo not drawn) | 0% | 3% | 68 | 0.3% | 15% | 0.8 | 0% | 7% | 9% | .
Cc1ccc(-c2cn(-c3ccc(OC(F)F)cc3)c3[n+]2CCCCC3)cc1 | -2% | -7% | 37 | -0.2% | 1% | 2.3 | 7% | 7% | -18% | i
Cc1ccc(CCNC(=O)CCS(=O)(=O)c2cc3c(cc2C)NC(=O)CO3)cc1 | -3% | 2% | 59 | 0.5% | -1% | 2.6 | 3% | 19% | 0% | .
O=C(CSc1nc2ccccc2c(=O)n1-c1ccc(SC(F)F)cc1)Nc1ccc(N2CCOCC2)cc1 | . | 1% | 91 | -0.1% | -3% | 0.1 | 13% | 6% | 6% | i
COc1ccc(/C=N/Nc2ccc([N+](=O)[O-])cc2)cc1Cn1cc([N+](=O)[O-])cn1 | -22% | 0% | 51 | 0.0% | 11% | -0.5 | 2% | 2% | -7% | i

Additional structures:
smiles | Dengue-2 NS5 capping | GPR35 arrestin U2OS | NTR1 agonist cell count 20 µM | GPR55 beta-arrestin | MgcRacGAP inhibition | NTR1 agonist | AID2073 | Large T inhibition | GPR55 LPI antagonism | Yfh1-depleted yeast
COc1ccc(-c2cc3ccccc3n2CC(O)CN2CCOCC2)cc1 (stereo not drawn) | -4% | 10% | 104 | -1.0% | 5% | -1.9 | 3% | 29% | -7% | i
COC(=O)c1ccccc1NC(=O)CCS(=O)(=O)c1ccc(Br)s1 | -2% | -11% | 107 | 0.0% | -2% | -0.5 | -10% | 4% | 0% | i
CCOc1cc(C(=O)N2CCC(CC3CC(c4ccccc4)=NO3)(C(=O)NCc3ccc(OC)cc3)CC2)cc(OCC)c1OCC (stereo not drawn) | -8% | . | 94 | . | 11% | -2.6 | . | 20% | . | i
O=C1c2ccccc2CCC12N=NCC2c1ccccc1 (stereo not drawn) | -10% | 4% | 78 | 0.1% | -3% | 2.3 | 19% | -9% | 12% | i
O=C1CS/C(=N/N=C/c2ccc(OS(=O)(=O)c3ccccc3)cc2)N1 | -5% | -2% | 60 | -0.2% | 0% | 1.6 | 9% | 3% | -2% | i
CCC(C)NC(=O)COC(=O)c1cccnc1Nc1ccccc1F (stereo not drawn) | -2% | 13% | 43 | 0.2% | 8% | -1.3 | 3% | 12% | -1% | i
O=c1[nH]cnc2nc(-c3ccccc3)c(-c3ccccc3)nc12 | -7% | 5% | 81 | 0.3% | 8% | -1.7 | 20% | 3% | -15% | i
CCCC(=O)NC(=S)Nc1cccc2c(O)cccc12 | 4% | 2% | 55 | 1.0% | 48µM* | 3.1 | 29% | 30% | 26% | i
CC1(C)CC(=O)C/C(=N/NC(=O)c2ccc(-c3ccccc3)cc2)C1 | -90% | 6% | 82 | -0.2% | 2% | -0.6 | 14% | 31% | -3% | i
COc1ccc(OCC(=O)N/N=C/c2ccc(OC)c(OC)c2C(=O)O)cc1 | -1% | 6% | 65 | -0.1% | 5% | 0.5 | -3% | 5% | 10% | i
CN=C(Nc1ccc(C(=O)OC)cc1)SC1CC(=O)N(c2ccccc2F)C1=O (stereo not drawn) | 1% | 3% | 52 | 0.0% | -1% | 1.3 | -2% | -5% | -4% | i
CCc1ccc(CN2C(=O)c3ccccc3C2C(=O)NCC2CCCO2)cc1 (stereo not drawn) | -5% | 6% | 66 | -0.2% | 11% | 1.4 | 15% | 20% | 4% | i
Cc1ccc2c(c1)/C(=N/OC(=O)c1ccc(F)cc1)CCS2 | -10% | 9% | 79 | 0.0% | 3% | 2.5 | -14% | 17% | -3% | i
O=C(c1ccc2snnc2c1)N1CCN(c2ccccc2)CC1 | -2% | -5% | 70 | 0.0% | 6% | 1.7 | -3% | 12% | -1% | i
CCn1c(SCC(=O)NNC(=O)c2ccc(C)cc2)nnc1-c1ccco1 | . | 0% | 42 | -0.1% | . | -0.5 | 6% | . | -4% | i
COCCOC(=O)c1c(C)oc2ccc(OCC=C(C)C)cc12 | -6% | 7% | 42 | -0.1% | 6% | 4.9 | 2% | 21% | 10% | i
CCOc1ccccc1NC(=O)CNC(=O)c1nn(-c2ccc(OC)c(OC)c2)c(=O)c2ccccc12 | -9% | -5% | 62 | -0.2% | 4% | 1.4 | 10% | 8% | -9% | .
CCn1c2ccccc2c2cc(NC(=O)COc3ccc(OC)cc3)ccc21 | 1% | -1% | 80 | -0.1% | -8% | 2.6 | 12% | 0% | 22% | i
O=C(Cc1cccc(C(F)(F)F)c1)NCc1cccnc1 | 0% | 0% | 71 | 0.7% | 8% | -0.9 | 2% | 24% | 4% | .
O=C(NCc1ccccc1)Nc1cccn(Cc2ccc(F)cc2)c1=O | 3% | -4% | 38 | -0.1% | 5% | 2.9 | 8% | -1% | 10% | i
CCCCCCc1cc2cc(C(=O)Nc3cccc(OC)c3)c(=O)oc2cc1O | -5% | 2% | 71 | -0.6% | 3% | 1.7 | 16% | 8% | 6% | i
CC1CCN(C(=O)CSc2ccc(-c3ccc(F)cc3)nn2)CC1 | -5% | 6% | 57 | 0.0% | 0% | 0.6 | -8% | 13% | 17% | .
